Screening results (PubChem BioAssay)
HT1080-NT tox = qHTS for induction of synthetic lethality in tumor cells producing 2HG: qHTS for the HT-1080-NT fibrosarcoma cell line; 1.6% of 360,000 active; Potency, µM (titrated, usually from 46.1 µM), for inactives: at the top dose activity, negative = less viability, usual class: cytotoxic; HT-1080-NT fibrosarcoma viability, CellTiter-Glo ATP luminescence, 48 h; AID 686970, 2013;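 note: NT is the 2HG producing partner of a matched IDH1 knockdown line; potency is the fitted concentration of half-maximal effect; 0% = DMSO-treated cells and -100% = media-only wells without cells; nearly all actives have a fitted effect of over 55% in size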
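Fibrosarcoma NT cells, 750 per well in 5% FBS RPMI, were exposed to compound for 48 hours. Viability: CellTiter-Glo luminescence.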
HEK293 tox = qHTS of GLP-1 Receptor Inverse Agonists: Cytotox Screen; HEK293 cAMP-luciferase reporter cells, luminescence, 24 h; Potency, µM (highest dose often 38.3 µM), for the others: at the highest dose activity change, negative = inhibition, usual class: inhibitors; 0.13% of 410,000 active; AID 624418, 2012;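 note: loss of luciferase light is scored as toxicity; potency is the fitted concentration of half-maximal effect; % is set by controls: 0 for no effect and ±100 for the full control effect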
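A 23 nL compound transfer followed 12 hours of cell culture at 37 deg C; exposure then lasted 24 hr. Luciferase assay detection reagent was dispensed and plates read for luminescence after a 12 min room-temperature wait.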
D3 ag = qHTS of D3 Dopamine Receptor Agonist: qHTS. D(3) dopamine receptor (Homo sapiens), P35462. D3R DiscoveRx beta-arrestin cells, luminescence, 90 min. max activation, %. AID 652048, 2013. 0.58% of 410,000 active; in the data active = max activation above about 30%; note: 0% is about no effect; mostly tested at two doses, the higher about 12 µM
Target sequence (P35462 whole entry, looked up): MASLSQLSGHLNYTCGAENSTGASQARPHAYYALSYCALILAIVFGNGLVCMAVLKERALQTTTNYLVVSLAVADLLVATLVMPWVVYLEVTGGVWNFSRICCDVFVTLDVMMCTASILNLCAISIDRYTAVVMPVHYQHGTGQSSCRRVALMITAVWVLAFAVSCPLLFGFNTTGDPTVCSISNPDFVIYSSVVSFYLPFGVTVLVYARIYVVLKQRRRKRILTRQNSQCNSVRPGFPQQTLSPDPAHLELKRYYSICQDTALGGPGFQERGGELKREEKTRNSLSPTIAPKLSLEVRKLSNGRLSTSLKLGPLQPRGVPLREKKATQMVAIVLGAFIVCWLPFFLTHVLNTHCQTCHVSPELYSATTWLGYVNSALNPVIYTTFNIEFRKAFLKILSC
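Agonist-mode cell screen: cells plated at 1500/well and incubated overnight at 37 °C, then exposed to library compounds for 90 min at 37 °C. Detection reagent was added for 30–60 min at room temperature, and luminescence was read.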
HT1080 IDH1KD tx = qHTS for induction of synthetic lethality in tumor cells producing 2HG: qHTS for the HT-1080-IDH1KD cell line. HT-1080 IDH1 knockdown viability, ATP luminescence, 48 h. Potency, µM (series often up to 46.1 µM), for inactives: at the top dose activity, negative = toxicity, hits mostly cytotoxic. 2% of 360,000 active;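 note: potency is the fitted concentration of half-maximal effect; 0% = DMSO wells and -100% = cell-free medium wells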
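Knockdown cells (IDH1KD HT-1080) received compounds 2 h after plating at 750 cells/well and were kept 48 h at 37 °C in 5% FBS RPMI. A CellTiter-Glo luminescence read gave % activity for curve fitting.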
KB-3-1 tox = qHTS assay for MDR1-selective chemotherapeutics: Primary screen using the parental adenocarcinoma cell KB-3-1; KB-3-1 viability, CellTiter-Glo ATP luminescence, 72 h; Potency, µM (titrated, usually from 46.1 µM), without a hit: at the top dose activity change, negative = cytotoxic, usual class: cytotoxic; 1.4% of 400,000 active; AID 1347075, 2019; note: potency is the fitted concentration of half-maximal effect; % is set by controls: 0 for no effect and ±100 for the full control effect; nearly all actives have a fitted effect of over 60% in size
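KB-3-1 cells, DMEM (no phenol red) + 10% FBS; compound by pin transfer, 72 h, 37 °C. Readout: CellTiter-Glo luminescence after 10 min. Data normalized, curve-fitted.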
IL-1B inflam inh = qHTS for Inhibitors of Inflammasome Signaling: IL-1-beta AlphaLISA Primary Screen; THP-1 LPS/ATP IL-1B secretion, AlphaLISA, 16 h; active compounds read low; 4.7% of 360,000 active; AID 743279, 2014; activity change, % at 57.5 µM; in the data active = activity change below about -50%; inconclusive = mostly about -30% to -49%; note: % is set by controls: 0 for no effect and ±100 for the full control effect
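Secreted IL-1B measured by AlphaLISA bead assay after 16 h compound exposure of THP-1 cells; compounds (final up to 57.5 uM) added 1 h before LPS (250 ng/mL) and ATP (1.25 mM) stimulation; lower signal means less secretion.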
MCF10A rerep = A quantitative high throughput screen for small molecules that induce DNA re-replication in MCF 10a normal breast cells | AID 624296, 2012 | Potency, µM (series often up to 46.1 µM), without a hit: at the top dose activity, positive = re-replication, most hits filed as activators | 2.9% of 350,000 active | MCF 10A DNA re-replication, Hoechst nuclear intensity, 48 h; note: potency is the fitted concentration of half-maximal effect; % of control where 0% means no effect; nearly all actives have a fitted effect of over 50% in size
SW480 rerep = A quantitative high throughput screen for small molecules that induce DNA re-replication in SW480 colon adenocarcinoma cells; AID 624297, 2012; Potency, µM (doses to about 46.1 µM), for the others: at the top dose re-replication activation, hits mostly activators; 1.8% of 340,000 active; SW480 DNA re-replication, Hoechst DNA content imaging, 48 h; note: potency is the fitted concentration of half-maximal effect; % of control where 0% means no effect; nearly all actives have a fitted effect of over 55% in size
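Hoechst fluorescence of nuclei (405 nm excitation, 500-530 nm emission) measured by plate-scanning imager after 48 hr compound exposure at 37 C; re-replication scored as increased number of nuclei with elevated intensity.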
KB-V1 MDR tox = qHTS assay for MDR1-selective chemotherapeutics: Primary screen using the drug-selected MDR subline cells KB-V1. KB-V1 MDR cells viability, CellTiter-Glo, 72 h. Potency, µM (doses to about 46.1 µM), without a hit: at the highest dose activity change, negative = cytotoxicity, most hits filed as cytotoxic. 3.4% of 400,000 active; note: potency is the fitted concentration of half-maximal effect; % is set by controls: 0 for no effect and ±100 for the full control effect; nearly all actives have a fitted effect of over 60% in size
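Potencies derive from concentration-effect curves fitted to normalized luminescence (CellTiter-Glo) of KB-V1 cells treated for 72 h at 37 degrees C in phenol-red-free DMEM containing 10% FBS.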
Numbers without * were called inactive; ? = inconclusive; nt = no result given; [ ] = dose if it differs, or a comment. Unless noted, calls come from the whole dose curve; as a rule, active = well fitted curve in the direction sought with a large enough effect; inconclusive = small, poorly fitted or top-dose-only effect, or another doubt; inactive = no such curve, though single readings can be large; an effect the other way counts as inactive or inconclusive.

SMILES	HT1080-NT tox	HEK293 tox	D3 ag	HT1080 IDH1KD tx	KB-3-1 tox	IL-1B inflam inh	MCF10A rerep	SW480 rerep	KB-V1 MDR tox
Cc1c(C(=O)O)cccc1-n1c(C)cc(/C=N/NC(=O)c2cc3ccccc3o2)c1C	18%	1%	-2	13%	7%	19	?	?	?
CCCCn1nnc(NC(=O)c2ccc(-c3ccccc3[N+](=O)[O-])o2)n1	12%	-23%	-3	4%	1%	2	0%	12%	-4%
O=C(NCCCc1ccc(F)cc1)C1CCC(=O)N(CCN2CCOCC2)C1 (stereo not drawn)	0%	5%	3	2%	1%	5	-1%	-4%	19%
CCc1ccc(S(=O)(=O)c2cn(C)c3cc(N4CCCC4)c(F)cc3c2=O)cc1	nt	0%	6	nt	-17%	nt	nt	nt	-9%
O=C(COC(=O)C1CC(=O)N(Cc2ccccc2)C1)c1ccc(F)cc1 (stereo not drawn)	16%	1%	-10	25%	-3%	12	-4%	1%	-15%
CCCCS(=O)(=O)N1CN(S(=O)(=O)CCCC)C2NC(=O)NC21 (stereo not drawn)	-3%	-5%	0	2%	2%	13	2%	-2%	-4%
O=C(COC(=O)c1ccncc1)NCCCc1ccccc1	5%	-1%	-1	1%	0%	8	-2%	-3%	?
Cn1cc(Cl)c(C(=O)Nc2nc3ccc([N+](=O)[O-])cc3s2)n1	2%	1%	3	0%	3%	-17	0%	2%	4%
COc1cc(-c2nc3ccc(C)cn3c2NCc2ccccc2)ccc1-c1cccc(Cl)c1	?	-3%	-6	-11%	-2%	-7	?	?	1%
Cc1c(C)n(C)c2ccc(C(=O)Nc3cccc4ccccc34)cc12	-4%	-18%	11	-3%	0%	-19	18%	13%	-16%
Cc1cccc(C)c1NC(=O)CN(c1c(C)cccc1C)S(C)(=O)=O	-2%	-5%	2	2%	11%	-19	nt	nt	-7%
COc1ccc(CCNCCC(=O)Nc2c(C)cc(C)cc2C)cc1OC	8%	8%	-14	-17%	0%	-64*	5%	2%	0%

A stretch from the list above:
SMILES	HT1080-NT tox	HEK293 tox	D3 ag	HT1080 IDH1KD tx	KB-3-1 tox	IL-1B inflam inh	MCF10A rerep	SW480 rerep	KB-V1 MDR tox
O=C(NCCCc1ccc(F)cc1)C1CCC(=O)N(CCN2CCOCC2)C1 (stereo not drawn)	0%	5%	3	2%	1%	5	-1%	-4%	19%
CCc1ccc(S(=O)(=O)c2cn(C)c3cc(N4CCCC4)c(F)cc3c2=O)cc1	nt	0%	6	nt	-17%	nt	nt	nt	-9%
O=C(COC(=O)C1CC(=O)N(Cc2ccccc2)C1)c1ccc(F)cc1 (stereo not drawn)	16%	1%	-10	25%	-3%	12	-4%	1%	-15%
CCCCS(=O)(=O)N1CN(S(=O)(=O)CCCC)C2NC(=O)NC21 (stereo not drawn)	-3%	-5%	0	2%	2%	13	2%	-2%	-4%

The list continues.
SMILES	HT1080-NT tox	HEK293 tox	D3 ag	HT1080 IDH1KD tx	KB-3-1 tox	IL-1B inflam inh	MCF10A rerep	SW480 rerep	KB-V1 MDR tox
Cc1cnc(C(=O)OCC(=O)c2cccc3ccccc23)cn1	5%	3%	-1	9%	1%	7	-4%	-7%	0%
CCOC(=O)C1C2C=CC3(CN(c4ccccc4CC)C(=O)C13)O2 (stereo not drawn)	5%	-1%	-9	6%	-2%	-9	-1%	-1%	3%
O=C(NCc1nnc(SCC(=O)N2CCc3ccccc32)o1)c1cccs1	-1%	6%	1	10%	1%	37	0%	1%	?
CC1(C)Cc2cccc(OCC(=O)NCCc3ccccc3)c2O1	-3%	4%	-1	-2%	4%	0	5%	-7%	?
COc1ccc(C(=O)N2CCCC2)cc1	17%	11%	-8	11%	-3%	-1	-2%	7%	-14%
COc1cc(Cl)c(C)cc1NC(=O)CN1CCCCCC1	-3%	8%	-11	-4%	0%	3	11%	43%	10%
NC(=O)c1oc2ccccc2c1NC(=O)c1ccc(F)cc1	0%	0%	-8	-5%	5%	3	-1%	1%	29%
CC(C)CN1C(=O)NC(NC(=O)c2cccnc2)(C(F)(F)F)C1=O (stereo not drawn)	8%	-16%	12	8%	7%	5	-2%	-13%	12%
COc1ccccc1NC(=O)Cc1nnc(SCC(=O)NC2=NCCS2)n1C	2%	3%	0	17%	0%	23	-8%	11%	0%
Cn1c(=O)[nH]c(=O)c2c1nc(SCCO)n2Cc1ccccc1Cl	-13%	1%	7	-11%	0%	40	3%	-5%[9.22 µM]	-13%
Cc1ccc(NC(=O)CCc2nc3sc4c(c3c(=O)[nH]2)CCCC4)c(Br)c1	16%	0%	5	17%	13%	15	5%	-2%	26%
O=C(CC1C(=O)NCCN1Cc1cccc(F)c1)NC1CCCCC1 (stereo not drawn)	2%	5%	5	8%	nt	11	0%	-15%	nt

Whole records from above. Order of screens: HT1080-NT tox	HEK293 tox	D3 ag	HT1080 IDH1KD tx	KB-3-1 tox	IL-1B inflam inh	MCF10A rerep	SW480 rerep	KB-V1 MDR tox
Cc1c(C(=O)O)cccc1-n1c(C)cc(/C=N/NC(=O)c2cc3ccccc3o2)c1C is listed as 18%	1%	-2	13%	7%	19	?	?	?
CCOC(=O)C1C2C=CC3(CN(c4ccccc4CC)C(=O)C13)O2 (stereo not drawn) is listed as 5%	-1%	-9	6%	-2%	-9	-1%	-1%	3%
O=C(CC1C(=O)NCCN1Cc1cccc(F)c1)NC1CCCCC1 (stereo not drawn) is listed as 2%	5%	5	8%	nt	11	0%	-15%	nt

New compounds follow.
SMILES	HT1080-NT tox	HEK293 tox	D3 ag	HT1080 IDH1KD tx	KB-3-1 tox	IL-1B inflam inh	MCF10A rerep	SW480 rerep	KB-V1 MDR tox
O=C1CC(SC(=Nc2ccccc2)Nc2ccccc2)C(=O)N1c1ccc(Cl)c(Cl)c1 (stereo not drawn)	?	0%	3	?	?	?	?	?	16µM*
COC(=O)CN(c1ccccc1OC)S(=O)(=O)c1ccccc1	0%	-14%	8	14%	2%	13	?	-7%	13%
CC(=NNC(=O)c1cc(C)oc1C)c1ccc(Br)s1	-2%	9%	2	-4%	0%	7	-6%	0%	-5%
S=C(Nc1ccccc1)Nc1cc(Cl)ccc1Oc1ccccc1	-13%	-2%	0	?	-13%	-17	0%	-2%[9.22 µM]	-29%
CCc1nn2c(=O)cc(COC(=O)c3cc(Cl)c(OC)c(OC)c3)nc2s1	7%	1%	1	0%	0%	21	-3%	-4%	8%
O=C(CCNS(=O)(=O)c1ccc(Br)s1)NC1CCCC1	13%	-12%	-3	-5%	-24%	10	4%	-1%	?
Clc1cccc(CN2CCN(c3nc4nonc4nc3NC3CC3)CC2)c1	-3%	0%	0	3%	8%	6	-5%	3%	-10%
Cc1ccc([C@@H]2C[C@H]3[C@@H](CN2S(=O)(=O)c2ccc(C)cc2)C(=O)C[C@@H](c2ccccc2F)N3S(=O)(=O)c2ccc(C)cc2)cc1	7%	1%	4	16%	0%	-3	nt	nt	2%
Cc1nc(SCC(=O)N2CCC(C(N)=O)CC2)n[nH]1	16%	-14%	0	8%	12%	32	-4%	-2%	12%
CCCSc1nc(C)c(CC(=O)O)c(=O)[nH]1	21%	5%	1	10%	5%	0	0%	2%	11%
COc1ccc(-c2nc3ccccc3n2OC(C)C(=O)O)cc1 (stereo not drawn)	23%	14%	0	17%	6%	5	-5%	-7%	6%
CC1CCc2nn(CC(=O)N3CCc4ccccc43)cc2C1 (stereo not drawn)	8%	-7%	1	-1%	13%	-20	0%	-8%	6%

Fetched by structure from above, 2 records:
SMILES	HT1080-NT tox	HEK293 tox	D3 ag	HT1080 IDH1KD tx	KB-3-1 tox	IL-1B inflam inh	MCF10A rerep	SW480 rerep	KB-V1 MDR tox
CCCSc1nc(C)c(CC(=O)O)c(=O)[nH]1	21%	5%	1	10%	5%	0	0%	2%	11%
COc1ccc(-c2nc3ccccc3n2OC(C)C(=O)O)cc1 (stereo not drawn)	23%	14%	0	17%	6%	5	-5%	-7%	6%

Following part
SMILES	HT1080-NT tox	HEK293 tox	D3 ag	HT1080 IDH1KD tx	KB-3-1 tox	IL-1B inflam inh	MCF10A rerep	SW480 rerep	KB-V1 MDR tox
CCc1ccc(-c2nnn(Cc3nn[nH]n3)n2)cc1	-4%	-15%	3	3%	6%	0	0%	-5%	17%
COc1ccc2nc3n(c(=O)c2c1)-c1cc2ccccc2cc1C(=O)NC3Cc1ccc(O)cc1 (stereo not drawn)	6.5µM*	-33%	-2	3.3µM*	0%	-23	nt	nt	-7%
C/C(=C\C(=O)c1ccccc1)NCc1ccc(F)cc1	-1%	4%	-4	-7%	-27%	-22	14%	-1%	-42%
Cc1csc(NC(=O)NC2(C(F)(F)F)Oc3ccccc3O2)n1	-28%	?	5	?	?	64	12%	2%	-27%
